APP transl inh – APP translation inhibition; SH-SY5Y APP 5'UTR-luciferase reporter, luminescence; inhibition, % at 2 µM; hit rate 0.82% among 190,000;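 active = inhibition above a set limit, derived from the sample mean plus 3 SD, cut at about 45% in these data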; note: values of inactives mirror those of a sister screen read the other way
bIAP activator – intestinal alkaline phosphatase (bovine) activation | purified bovine IAP, CDP-star luminescence, 30 min; hits give high values; fold of DMSO-control signal, blank-subtracted | activation factor at 20 µM | AID 1016 | hit rate 0.17% among 200,000;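 active = activation factor of 2 or more at 20 µM, a signal rise over negative controls twice the positive control's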
FLuc stim CS – affects firefly luciferase, flagging false hits in luciferase stimulation screens; P08659; ATPlite luciferase biochemical, luminescence, 10 min; 0 = ATP-free wells, 1 = DMSO control; activation factor at 10 µM; 200,000 tested, under 10 active; AID 1027;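 active = luciferase activation factor, scaled between plate controls, of at least 2 with compound at 10 µM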
Target sequence (P08659 whole entry, looked up): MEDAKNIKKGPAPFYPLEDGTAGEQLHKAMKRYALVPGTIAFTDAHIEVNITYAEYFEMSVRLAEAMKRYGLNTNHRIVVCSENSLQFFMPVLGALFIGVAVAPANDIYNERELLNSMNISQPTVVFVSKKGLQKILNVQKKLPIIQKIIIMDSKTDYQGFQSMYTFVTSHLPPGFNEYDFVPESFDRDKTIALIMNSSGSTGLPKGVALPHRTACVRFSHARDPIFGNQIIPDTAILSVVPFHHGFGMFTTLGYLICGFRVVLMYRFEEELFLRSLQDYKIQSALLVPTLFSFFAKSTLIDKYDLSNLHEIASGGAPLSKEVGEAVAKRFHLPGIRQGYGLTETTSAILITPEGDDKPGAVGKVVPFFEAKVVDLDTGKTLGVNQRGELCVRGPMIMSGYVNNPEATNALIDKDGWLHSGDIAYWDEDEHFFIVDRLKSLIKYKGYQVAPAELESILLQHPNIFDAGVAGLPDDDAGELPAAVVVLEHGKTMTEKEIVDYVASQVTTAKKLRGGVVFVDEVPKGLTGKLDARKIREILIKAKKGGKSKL
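Assay system: Luciferase/luciferin reagent mix; Medium: PBS as buffer for the ATP substrate; Dosing: test compounds dosed from 2 mM stocks in 100% DMSO; Times: 10 min, room temperature; Signal: luminescence from luciferase reaction; Read-out: luciferase activation; Controls: No-ATP low control, compound-free enzyme-plus-ATP high control.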
bIAP inh – blocks bovine intestinal alkaline phosphatase activity; purified bovine IAP, CDP-star luminescence, 30 min; inhibition, % at 20 µM; 190,000 tested, under 10 active;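 active = over 50% inhibition of intestinal alkaline phosphatase at 20 µM in the single-dose screen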
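Assay system: bovine IAP enzyme; medium: DEA buffer 100 mM, pH 9.8, with MgCl2 1.0 mM, ZnCl2 0.02 mM; doses: 20 µM single dose; incubation: enzyme reaction for 30 min at room temperature; detection: CDP-star luminescence signal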
FLuc inh counter – inhibits firefly luciferase, flagging false hits in luciferase inhibition screens | hit rate 1.5% among 200,000 | inhibition, % at 10 µM | ATPLite firefly luciferase biochemical luminescence, 10 min | P08659;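 active = inhibition above about 50% when tested at 10 µM, limit read from the data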
TNAP inh hi DEA – TNAP (human) inhibition, high acceptor; P05186; purified TNAP, CDP-star luminescence, 1 M DEA; inhibition, % at 20 µM; hit rate 0.03% among 200,000; AID 1135;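 active = over 50% inhibition of tissue-nonspecific alkaline phosphatase at 20 µM in the single-dose screen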;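 note: plate controls were DMSO wells for no effect and EDTA-quenched wells as full inhibition for full effect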
Target sequence (P05186 whole entry, looked up): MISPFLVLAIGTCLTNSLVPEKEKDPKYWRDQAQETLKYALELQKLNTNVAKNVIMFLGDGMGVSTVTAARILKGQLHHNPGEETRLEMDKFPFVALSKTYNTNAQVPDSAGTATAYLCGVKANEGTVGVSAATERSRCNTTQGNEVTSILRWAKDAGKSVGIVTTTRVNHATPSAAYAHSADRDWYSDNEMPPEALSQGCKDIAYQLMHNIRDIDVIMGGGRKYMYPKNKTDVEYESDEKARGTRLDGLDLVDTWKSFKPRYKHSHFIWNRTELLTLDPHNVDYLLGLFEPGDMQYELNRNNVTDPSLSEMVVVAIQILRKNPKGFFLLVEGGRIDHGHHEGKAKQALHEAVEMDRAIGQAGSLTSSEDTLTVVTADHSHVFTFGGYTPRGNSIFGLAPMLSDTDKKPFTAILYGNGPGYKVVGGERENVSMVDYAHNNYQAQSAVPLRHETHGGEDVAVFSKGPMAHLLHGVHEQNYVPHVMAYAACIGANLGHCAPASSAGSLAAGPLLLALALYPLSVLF
Lmaj promast – reduces viability of Leishmania major promastigotes. resazurin fluorescence viability. AID 1063. hit rate 9% among 200,000. inhibition, % at 10 µM; in the data active = inhibition above about 50%;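 note: promastigotes grown with compound for 44 hours at 28 °C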
TNAP act hi DEA – TNAP (human) activation, high acceptor; 200,000 tested, under 10 active; AID 1136; purified TNAP, CDP-star luminescence, 1 M DEA, 30 min; hits give high values; 0 = EDTA background, 1 = DMSO-only activity; P05186; activation factor at 20 µM;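 active = activation factor at least 2 at 20 µM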
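Measured by: Luminescent substrate turnover signal | Test system: Human TNAP | Input: TNAP 1/800 final | Dosing: 20 µM single point | Schedule: 30 min, room temperature | Controls: EDTA wells as negative control, DMSO wells as positive control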
RAM inhibit – inhibitors of the yeast RAM network. AID 868. S. cerevisiae dse1pr::URA3 reporter, 5-FOA growth OD615, 2 d; analog-sensitive cbk1-as2 kinase mutant strain. inhibition, % at 50 µM. hit rate 1.8% among 190,000;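 active = inhibition above a set limit, 3 SD over mean compound inhibition, cut at about 8.4% in these data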;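 note: 0% = DMSO-only wells with no growth and 100% = 10 µM 1-NA-PP1 full growth; inhibition rescues growth on 5-FOA so higher OD means more RAM inhibition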
TNAP inh no acc – inhibitors of human TNAP without phosphate acceptor; purified TNAP, CDP-star luminescence, 30 min; inhibition, % at 20 µM; hit rate 0.26% among 200,000;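 active = tissue-nonspecific alkaline phosphatase inhibition above about 50% at 20 µM in the single-dose screen, limit read from the data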;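 note: 0% = DMSO negative control and 100% = EDTA positive control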
An asterisk follows results filed as active.

For Cc1nnc(SC(C)C(=O)Nc2ccc(S(=O)(=O)N3CCCCCC3)cc2)s1 (stereo not given) the results were APP transl inh -3.7, bIAP activator 1.1, FLuc stim CS 1, bIAP inh -6.1, FLuc inh counter -4.2, TNAP inh hi DEA -5.5, Lmaj promast 17.1, TNAP act hi DEA 1.1, RAM inhibit 9.2* and TNAP inh no acc -8.4.
Screening CC(C)c1ccc(C(=O)N/N=C/c2cccc(Cl)c2Cl)cc1 returned APP transl inh -11.1, bIAP activator 0.9, FLuc stim CS 0.8, bIAP inh 6.7, FLuc inh counter 20.4, TNAP inh hi DEA -0.2, Lmaj promast -1.4, TNAP act hi DEA 1, RAM inhibit 2.8 and TNAP inh no acc -5.5.
`COC(=O)NNC1=CC(=O)CC(C)(C)C1` gave APP transl inh -22.8, bIAP activator 1, FLuc stim CS 1, bIAP inh -2.8, FLuc inh counter 4.0, TNAP inh hi DEA 2.8, Lmaj promast -0.8, TNAP act hi DEA 1, RAM inhibit 0.0 and TNAP inh no acc -7.6.
Cc1cc(OCC(=O)Nc2cccc(S(=O)(=O)NC3=NCCCCC3)c2)ccc1Cl was read as APP transl inh -12.4, bIAP activator 0.7, FLuc stim CS 1, bIAP inh 29.8, FLuc inh counter -1.6, TNAP inh hi DEA -3.6, Lmaj promast -2.7, TNAP act hi DEA 1, RAM inhibit 5.4 and TNAP inh no acc -13.4.
`C=CCNc1nc(=S)[nH]c2cc(OC)c(OC)cc12` gave APP transl inh -6.5, bIAP activator 1, FLuc stim CS 1, bIAP inh -3.1, FLuc inh counter -2.1, TNAP inh hi DEA 0.3, Lmaj promast 2.5, TNAP act hi DEA 1, RAM inhibit 1.1 and TNAP inh no acc -8.2.
`CCN(CC)c1ccc(C=C(c2nnnn2-c2ccccc2)c2nnnn2-c2ccccc2)cc1` gave APP transl inh -5.1, bIAP activator 1, FLuc stim CS 1, bIAP inh 2.1, FLuc inh counter -3.9, TNAP inh hi DEA 15.3, Lmaj promast 35.3, TNAP act hi DEA 0.8, RAM inhibit 4.6 and TNAP inh no acc 1.0.
Screening Cc1cc(-c2c(C)[nH]n(-c3ccc(Cl)cc3)c2=O)n(-c2ccccc2)n1 returned APP transl inh -2.6, bIAP activator 0.9, FLuc stim CS 1, bIAP inh 7.5, FLuc inh counter -1.0, TNAP inh hi DEA -0.7, Lmaj promast -9.2, TNAP act hi DEA 1, RAM inhibit -0.4 and TNAP inh no acc -4.7.
CN(C)c1oc(-c2ccc(OCc3ccccc3)cc2)nc1C#N was read as APP transl inh -37.5, bIAP activator 0.9, FLuc stim CS 1, bIAP inh 7.3, FLuc inh counter -4.5, TNAP inh hi DEA -5.6, Lmaj promast -9.0, TNAP act hi DEA 1.1, RAM inhibit 14.2* and TNAP inh no acc -13.8.
`COc1cc(CCN2C(=O)c3cccc4cccc(c34)C2=O)c(S(=O)(=O)NCCCO)cc1OC` gave APP transl inh -0.3, bIAP activator 1, FLuc stim CS 0.9, bIAP inh -0.7, FLuc inh counter 14.3, TNAP inh hi DEA 0.7, Lmaj promast 12.0, TNAP act hi DEA 1, RAM inhibit 6.5 and TNAP inh no acc -6.2.
For COc1ccc(OC)c(NC(=O)C2CCCN2C(=O)C2CCC(C)CC2)c1 (stereo not given) the results were APP transl inh -3.8, bIAP activator 1, FLuc stim CS 1, bIAP inh -0.2, FLuc inh counter -2.9, TNAP inh hi DEA -2.3, Lmaj promast -5.4, TNAP act hi DEA 1, RAM inhibit 0.6 and TNAP inh no acc -11.8.
COc1ccc(CCNC(=O)CN(c2ccccc2)S(C)(=O)=O)cc1OC was read as APP transl inh -22.4, bIAP activator 1, FLuc stim CS 1.1, bIAP inh -0.6, FLuc inh counter -5.8, TNAP inh hi DEA -10.9, Lmaj promast -7.1, TNAP act hi DEA 1.1, RAM inhibit 1.7 and TNAP inh no acc -8.7.
For Cc1ccc(S(=O)(=O)N2CCN(C(=O)CC3CCCC3)CC2)cc1 the results were APP transl inh 9.2, bIAP activator 0.9, FLuc stim CS 1.1, bIAP inh 9.7, FLuc inh counter -6.8, TNAP inh hi DEA -5.7, Lmaj promast 2.7, TNAP act hi DEA 1.1, RAM inhibit 0.3 and TNAP inh no acc -9.0.
Screening O=C(CN1C(=O)C(=O)N(C2CCCC2)C1=O)Nc1ccc(N2CCOCC2)cc1 returned APP transl inh -0.5, bIAP activator 1, FLuc stim CS 1, bIAP inh 4.0, FLuc inh counter -4.5, TNAP inh hi DEA 0.3, Lmaj promast -1.4, TNAP act hi DEA 1, RAM inhibit 0.6 and TNAP inh no acc -12.9.
Screening C1CC2CN(c3nc4nonc4nc3N3CCSCC3)CCN2C1 (stereo not given) returned APP transl inh 15.5, bIAP activator 1.1, FLuc stim CS 1.1, bIAP inh -8.2, FLuc inh counter -13.2, TNAP inh hi DEA -6.0, Lmaj promast 9.1, TNAP act hi DEA 1.1, RAM inhibit 0.8 and TNAP inh no acc -10.5.
CCOc1ccccc1NC(=O)CN(c1ccc(OC)cc1OC)S(=O)(=O)c1ccccc1[N+](=O)[O-] was read as APP transl inh -14.8, bIAP activator 1, FLuc stim CS 1.1, bIAP inh 0.3, FLuc inh counter -9.6, TNAP inh hi DEA -6.1, Lmaj promast 21.7, TNAP act hi DEA 1.1, RAM inhibit 5.0 and TNAP inh no acc -0.1.
`COc1cc(OC)c(-n2c(C)cc(C=O)c2C)cc1Cl` gave APP transl inh -24.5, bIAP activator 0.8, FLuc stim CS 1.1, bIAP inh 15.4, FLuc inh counter -5.2, TNAP inh hi DEA -8.3, Lmaj promast -1.4, TNAP act hi DEA 1.1, RAM inhibit 1.8 and TNAP inh no acc -13.0.
`CC(C)C(C)(C#N)NC(=O)CSc1nc2scc(-c3ccccc3)c2c(=O)[nH]1` (stereo not given) gave APP transl inh 3.2, bIAP activator 1.2, FLuc stim CS 1.1, bIAP inh -22.8, FLuc inh counter -5.5, TNAP inh hi DEA -3.1, Lmaj promast -6.2, TNAP act hi DEA 1, RAM inhibit 0.1 and TNAP inh no acc -10.2.
`CC1CCC(C(C)C)C(OC(=O)Cn2c(-c3ccc(F)cc3)[n+](C)c3ccccc32)C1` (stereo not given) gave APP transl inh -2.6, bIAP activator 0.8, FLuc stim CS 1.1, bIAP inh 17.6, FLuc inh counter -6.3, TNAP inh hi DEA -1.7, Lmaj promast 100.1*, TNAP act hi DEA 1, RAM inhibit 0.9 and TNAP inh no acc 6.4.
COc1ccc(/C=N/NC(=O)c2ccc(CN3C(=O)c4cccc5cccc3c45)cc2)cc1O was read as APP transl inh 0.2, bIAP activator 1.2, FLuc stim CS 1, bIAP inh -16.3, FLuc inh counter -3.2, TNAP inh hi DEA -1.3, Lmaj promast 9.3, TNAP act hi DEA 1, RAM inhibit 0.8 and TNAP inh no acc -15.4.
`CN1Cc2cc(C(=O)c3ccccc3O)cnc2NC1=O` gave APP transl inh -17.7, bIAP activator 0.9, FLuc stim CS 1, bIAP inh 11.2, FLuc inh counter -4.1, TNAP inh hi DEA -5.9, Lmaj promast 4.8, TNAP act hi DEA 1.1, RAM inhibit 0.1 and TNAP inh no acc -15.2.

Next part, starting with the last 2 of the part before.
COc1ccc(/C=N/NC(=O)c2ccc(CN3C(=O)c4cccc5cccc3c45)cc2)cc1O was read as APP transl inh 0.2, bIAP activator 1.2, FLuc stim CS 1, bIAP inh -16.3, FLuc inh counter -3.2, TNAP inh hi DEA -1.3, Lmaj promast 9.3, TNAP act hi DEA 1, RAM inhibit 0.8 and TNAP inh no acc -15.4.
`CN1Cc2cc(C(=O)c3ccccc3O)cnc2NC1=O` gave APP transl inh -17.7, bIAP activator 0.9, FLuc stim CS 1, bIAP inh 11.2, FLuc inh counter -4.1, TNAP inh hi DEA -5.9, Lmaj promast 4.8, TNAP act hi DEA 1.1, RAM inhibit 0.1 and TNAP inh no acc -15.2.
Screening COc1ccccc1-n1c(SCC(N)=O)nnc1-c1ccc(S(=O)(=O)N2CCCCC2)cc1 returned APP transl inh 27.6, bIAP activator 1, FLuc stim CS 1.1, bIAP inh 2.2, FLuc inh counter -6.4, TNAP inh hi DEA -7.9, Lmaj promast 1.2, TNAP act hi DEA 1.1, RAM inhibit 1.1 and TNAP inh no acc -13.7.
Screening COc1ccc(-n2nnnc2SCC(=O)Nc2cc(OC)c([N+](=O)[O-])cc2C)cc1 returned APP transl inh -11.5, bIAP activator 1.2, FLuc stim CS 1, bIAP inh -15.1, FLuc inh counter -3.4, TNAP inh hi DEA 0.4, Lmaj promast -5.1, TNAP act hi DEA 1, RAM inhibit 0.1 and TNAP inh no acc 6.6.
Cn1c(=O)c2c(nc(SCC(=O)N3CCCCCC3)n2C)n(C)c1=O was read as APP transl inh 1.3, bIAP activator 1, FLuc stim CS 1.1, bIAP inh 1.3, FLuc inh counter -5.0, TNAP inh hi DEA 5.3, Lmaj promast 1.5, TNAP act hi DEA 0.9, RAM inhibit 2.9 and TNAP inh no acc -6.6.
Screening CN(C)C(=S)Nc1ccc([N+](=O)[O-])cc1 returned APP transl inh -4.1, bIAP activator 1.1, FLuc stim CS 1, bIAP inh -6.5, FLuc inh counter -2.3, TNAP inh hi DEA 0.0, Lmaj promast -6.4, TNAP act hi DEA 1, RAM inhibit 0.8 and TNAP inh no acc -7.6.
O=C(CC12CC3CC(CC(C3)C1)C2)Nc1cccc2ncccc12 was read as bIAP activator 1, FLuc stim CS 1, bIAP inh 1.1, FLuc inh counter -4.0, TNAP inh hi DEA -1.1, Lmaj promast 0.9, TNAP act hi DEA 1, RAM inhibit 0.0 and TNAP inh no acc -5.9.
Screening CSc1cc(C)n(-c2ccc(Cl)cc2)c(=S)c1C(C)=O returned APP transl inh 0.9, bIAP activator 0.9, FLuc stim CS 1.1, bIAP inh 5.8, FLuc inh counter -8.8, TNAP inh hi DEA -9.1, Lmaj promast 5.8, TNAP act hi DEA 1.1, RAM inhibit 4.4 and TNAP inh no acc -0.7.
For CC(C)(Oc1ccc(Cl)cc1)C(=O)Nc1cccnc1 the results were APP transl inh -3.6, bIAP activator 0.9, FLuc stim CS 1.1, bIAP inh 6.5, FLuc inh counter -7.3, TNAP inh hi DEA -5.1, Lmaj promast -1.8, TNAP act hi DEA 1.1, RAM inhibit 0.3 and TNAP inh no acc -13.4.
For COC(=O)c1ccc(CSc2nc3c(c(=O)n2-c2ccccc2)SCC3)o1 the results were APP transl inh -16.6, bIAP activator 1, FLuc stim CS 1, bIAP inh 2.0, FLuc inh counter 2.2, TNAP inh hi DEA 0.8, Lmaj promast 87.4*, TNAP act hi DEA 1, RAM inhibit -0.8 and TNAP inh no acc 4.1.
Cc1ccccc1Nc1nnc(SCC(=O)c2c(N)n(C)c(=O)n(C)c2=O)s1 was read as APP transl inh -10.5, bIAP activator 1.1, FLuc stim CS 1, bIAP inh -9.6, FLuc inh counter 0.0, TNAP inh hi DEA 1.0, Lmaj promast -2.7, TNAP act hi DEA 1, RAM inhibit 1.1 and TNAP inh no acc -7.3.
